Bioassay records: PubChem BioAssay, Johns Hopkins Ion Channel Center
Kir21 inh: inhibitors of mouse Kir2.1 inward-rectifier potassium channel. Inward rectifier potassium channel 2 (Mus musculus), P35561. HEK293-Kir2.1, FluxOR thallium flux fluorescence; hits give low values. B-score at 10 µM. 0.85% of 310,000 active. AID 1672, 2009;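 active = fluorescence ratio B-score at or below minus 3 SD of library scores, with starting-brightness B-score within 2 SD, cut at about -4.2 in these data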;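 also: channel flux triggered by added potassium and thallium sulfate stimulus; B-score of peak minus minimum fluorescence over baseline after thallium stimulus; more negative B-score means stronger Kir2.1 block with less thallium influx; some compounds called inactive have numbers as strong as hits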
Target sequence (P35561 whole entry, looked up): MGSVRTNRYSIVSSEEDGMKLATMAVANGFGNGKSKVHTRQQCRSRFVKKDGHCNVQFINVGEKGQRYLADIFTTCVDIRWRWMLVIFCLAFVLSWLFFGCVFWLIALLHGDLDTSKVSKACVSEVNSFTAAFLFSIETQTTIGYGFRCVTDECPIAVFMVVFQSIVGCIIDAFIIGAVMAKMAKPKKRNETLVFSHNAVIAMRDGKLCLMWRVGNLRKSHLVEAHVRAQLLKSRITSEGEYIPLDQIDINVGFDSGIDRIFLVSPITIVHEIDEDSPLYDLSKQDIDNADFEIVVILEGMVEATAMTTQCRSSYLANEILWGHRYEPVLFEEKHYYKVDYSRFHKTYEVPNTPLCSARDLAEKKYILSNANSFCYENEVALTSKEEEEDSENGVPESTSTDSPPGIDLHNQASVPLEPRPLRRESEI
CHT block: inhibitors of human choline transporter CHT; High affinity choline transporter 1 (Homo sapiens), Q9GZV3; CHT-expressing cells, membrane potential dye, choline response; hits give low values; B-score at 10 µM; 0.86% of 310,000 active;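 active = B-score over 3 SD under the library average, and starting fluorescence ratio not unusually high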;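 also: choline stimulus applied at its EC90 after an EC20 pre-addition; B-score computed on integrated fluorescence ratio after choline addition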
Target sequence (Q9GZV3 whole entry, looked up): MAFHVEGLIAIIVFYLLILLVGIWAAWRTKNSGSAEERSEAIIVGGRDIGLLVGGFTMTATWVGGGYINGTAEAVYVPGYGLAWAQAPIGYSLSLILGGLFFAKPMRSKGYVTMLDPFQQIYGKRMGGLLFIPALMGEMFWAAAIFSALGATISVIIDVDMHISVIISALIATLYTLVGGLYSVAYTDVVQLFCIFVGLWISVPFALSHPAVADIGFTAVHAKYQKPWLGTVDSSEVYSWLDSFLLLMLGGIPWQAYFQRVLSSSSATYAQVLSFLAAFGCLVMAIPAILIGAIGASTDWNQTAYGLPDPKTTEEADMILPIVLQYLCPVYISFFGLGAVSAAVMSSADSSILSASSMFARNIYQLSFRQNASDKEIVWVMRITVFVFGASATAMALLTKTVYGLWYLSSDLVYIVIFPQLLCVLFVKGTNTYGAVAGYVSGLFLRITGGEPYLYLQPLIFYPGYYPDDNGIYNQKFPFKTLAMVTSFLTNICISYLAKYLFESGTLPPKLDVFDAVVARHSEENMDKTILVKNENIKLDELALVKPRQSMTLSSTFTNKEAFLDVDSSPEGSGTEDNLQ
An asterisk follows results filed as active; i = inactive; nt = no result given.

SMILES	Kir21 inh	CHT block
CC(C)c1ccc2[nH]c3c(c2c1)[C@@H]1CCN2C(=O)CCC[C@H](C3)[C@H]12	-0.41	i
CN1CCN(C(=S)c2cn(Cc3cccc(F)c3)c3ccccc23)CC1	-0.35	i
COc1cc(CNC2CCCCC2OC)cc(OC)c1 (stereo not given)	-0.47	i
COc1ccc(CNC(=O)Cc2csc(Nc3nc(=S)[nH]c4ccccc34)n2)cc1	1.2	i
CCN(CC)S(=O)(=O)c1ccc(N2CCOCC2)c(NC(=O)CCC2CCCCC2)c1	1.1	i
COc1cc(CNCc2ccccn2)ccc1OCc1ccccc1Cl	-1	i
CCCOc1ccc(C(=O)N2CCCc3ccccc32)cc1	-2.4	i
Cc1ccccc1C(=O)N1CCC(C(=O)O)CC1	-1.3	i
Cn1sc(NC(=O)c2cccc(Cl)c2)nc1=O	-0.63	i
CC(C)(C)C(=O)Nc1ccc2oc(-c3cc(F)c(F)cc3Cl)nc2c1	-0.39	i
CC(C)N1C(=S)SC(C)(C)C1n1oc(=O)n(-c2cccc(Cl)c2)c1=O (stereo not given)	0.54	i
CC(C)CN(C(=O)CC(C)c1ccccc1)c1c(N)n(Cc2ccccc2)c(=O)[nH]c1=O (stereo not given)	0.14	i
COC(=O)c1sc(NC(=O)CSc2nc3cccnc3n2C2CCCCC2)nc1C	-0.85	i
CC1(C)CC(=O)C(N=Nc2ccc(S(=O)(=O)N3CCCCCC3)cc2)=C(O)C1	-0.55	i
O=C(Nc1ccc(Br)cc1F)C1CCN(c2nnc(-n3cccc3)s2)CC1	0.38	i
CC(=O)c1ccc(NC(=O)CCS(=O)(=O)c2ccc3c(c2)n(C)c(=O)c(=O)n3C)cc1	0.41	i
COC(=O)C1(CO)NC(c2cccs2)C2C(=O)N(c3ccccc3)C(=O)C21 (stereo not given)	0.12	i
S=C(NCCC(c1ccccc1)c1ccccc1)Nc1cccc(Cl)c1	1.2	i
COc1ccc2c(c1)CC(C)C/C2=N\NC(=O)c1ccco1 (stereo not given)	-0.14	-9.5*
Cc1cccc2sc(N(CCCN(C)C)C(=O)c3nc4ccccc4s3)nc12	-0.63	i
COc1cccc(Cn2nnc(C(=O)NCc3ccc(F)cc3)c2N)c1	-1.8	i
O=C(CSc1nnc(COc2ccc(F)cc2)o1)N1CCCCC1	0.03	i
O=C(O)COc1ccc(/C=N/NC(=O)c2ccc(-c3csc(Nc4ccc(Cl)cc4)n3)cc2)cc1	-0.48	nt
CC(C)CC(CO)N1CCN(C(=O)c2ccc(Cl)cc2Cl)CCC1=O (stereo not given)	0.38	i
Cc1ccc(S(=O)(=O)N2CCN(C(=O)COC(=O)CNC(=O)c3ccccc3)CC2)c(C)c1	-0.95	i
CCc1cc(C(=O)Nc2ccccc2)cs1	-0.4	i
NC(=O)c1ccccc1NC(=O)/C=C/C(=O)O	-0.02	i
CSc1ccc(S(=O)(=O)NCC(=O)OC2CCOC2=O)cc1[N+](=O)[O-] (stereo not given)	-0.84	i
COc1ccc(-c2nnn(Cc3nc(N)nc(N4CCOCC4)n3)n2)cc1OC	nt	i
CC1(C)N=C(N)NC(Nc2cccc(Br)c2)=N1	0.07	i
COc1ccc(S(=O)(=O)NCC(=O)N(CC2CCCO2)C(C(=O)NC2CCCC2)C(C)C)cc1 (stereo not given)	-1.1	i
CC(C(=O)Nc1ccccc1)N(c1cccc(Cl)c1)S(C)(=O)=O (stereo not given)	0.17	i
CCCCCCC(C)OC(=O)Nc1cccc2ccccc12 (stereo not given)	-0.12	i
Cc1cc(C)n2nc(SCC3COc4ccccc4O3)nc2n1 (stereo not given)	-0.53	i
CCCn1c(SCC(=O)NC2CC2)nnc1-c1cccs1	1.1	i
COCCCn1c2nc3ccccc3nc2c2c(=O)n(Cc3ccccc3Cl)cnc21	0.39	i
O=C(NCCc1ccccn1)C1CCN(S(=O)(=O)c2ccc(Cl)cc2)CC1	-0.03	i
O=C(c1cc([N+](=O)[O-])ccc1Cl)N1CCN(Cc2ccccc2)CC1	-0.11	i
Cc1ccnn1CC(=O)N/N=C/c1ccc2c(c1)OCO2	0.58	i
CCOCCCNC(=S)N1CCN(c2nc(-c3ccccc3)cs2)CC1	-0.07	i
c1ccc(-c2cnc(-c3cccnc3)o2)cc1	nt	i
COc1ccc(-c2cc(=O)c3ccccc3o2)cc1	-0.83	i
CC(C)c1ccc(NC2CCCN(C(=O)CN3CCOC3=O)C2)cc1 (stereo not given)	0.86	i
CC(=O)c1cccc(NC(=O)C(OC(=O)c2cccc(S(=O)(=O)N(C)c3ccccc3)c2)c2ccccc2)c1 (stereo not given)	-1.3	i
O=C(O)c1ccccc1SCc1csc(-c2ccccc2)n1	0.73	i
Cc1nnc(SCCCCSc2nnc(C)c(=O)[nH]2)[nH]c1=O	-1.5	i
CCOc1ccc(CCNC(=O)Cn2cccc2C(=O)c2ccccc2C)cc1OCC	-3.9	i
COc1ccc(NC(=O)N(Cc2cc3ccc(OC)cc3[nH]c2=O)CC2CCCO2)cc1 (stereo not given)	-1.5	i
Cc1ccc2c(c1)NC(=O)c1cccnc1N2	1.1	i
CCN(CC)C(c1ccc(F)cc1)c1nnnn1CC1CCCO1 (stereo not given)	-1.7	i
CCN(CC(=O)NCc1ccc(F)cc1)C(=O)C1CC1C (stereo not given)	0.26	i
COc1ccc(-c2n[nH]c(=S)n2-c2ccc(C)cc2)cc1	-0.94	i
COc1ccc(-c2c(C#N)c(SCC(=O)c3cc4ccccc4oc3=O)nc(C)c2C(=O)Nc2ccccc2)cc1	-0.53	i
COc1ccc(S(=O)(=O)N(C)CC(=O)N2CCC(C(N)=O)CC2)cc1	0.61	i
CC(=O)Nc1cccc(-c2nnc3n2CC(C)S3)c1 (stereo not given)	-0.73	i
CCN(CC)S(=O)(=O)c1ccc2oc(C(=O)N3CCCCCC3)c(C)c2c1	-0.17	i
COc1ccc(CN2CCN(CCc3ccccc3)C(CCO)C2)cc1Cn1cncn1 (stereo not given)	-2	i
CCn1nccc1C(=O)Nc1ccc(Cl)cn1	1.8	i
COc1ccc(-n2cnc3cc(NCc4ccccn4)ccc32)cc1	0.92	i
OCCNCc1cc(Br)ccc1OCc1ccc(Cl)cc1Cl	-0.26	nt

Additional compounds follow:
SMILES	Kir21 inh	CHT block
CC(=O)/C(=C\N(C)C)Sc1ccc(Cl)cc1	0.72	i
Cc1nc2scc(C)n2c(=O)c1S(=O)(=O)Nc1ccc(N2CCOCC2)cc1	0.69	i
Cc1cc(C)n2nc(C(=O)OCC(=O)NNC(=O)c3ccc(Cl)cc3)nc2n1	-0.25	i
Cc1cccc(CSC2=NCCN2C(=O)c2ccc(Br)o2)c1	0	i
COc1cccc(C(=O)NC(=O)Nc2cc(C)[nH]n2)c1	1.1	i
Cc1cccc(C)c1NC(=O)COC(=O)c1ccc2[nH]c3c(c2c1)CCCC3	0.76	i
C/C(N)=C(/C#N)C(=O)COC(=O)C1CCN(C(=O)c2ccc(Cl)cc2)CC1	1.6	i
Cc1ccccc1Cn1cc(NC(=O)c2cc(-c3cccs3)on2)cn1	-0.04	i
COc1cc(C2NC(=O)NC(C)=C2C(=O)OC(C)(C)C)ccc1OCC(N)=O (stereo not given)	-2.1	i
Cc1c(Cl)c(-c2n[nH]c(=S)n2CC(C)C)nn1C	-1.8	i
O=C(CSc1nnc(Cc2ccccc2)n1-c1ccccc1)NNC(=O)Cc1ccccc1	-0.02	i
Cn1c(/C(C#N)=C/c2ccc(O)cc2)nc2ccccc21	1.9	i
Cc1cc(C)c(OCC(=O)Nc2ccc3c(c2)OCO3)cc1C	0.16	i
CCOc1ccccc1C(=O)N/N=C/c1ccoc1	-0.41	i
Cc1cc(C)c(S(=O)(=O)NCc2cn3c(C)csc3n2)c(C)c1	0.73	i
Cc1ccc(C2=NNC(=O)C(c3ccc(Cl)cc3)C2)cc1 (stereo not given)	1.8	i
COc1ccc(C2C(C(=O)NCc3ccccc3)=C(C)Nc3ncnn32)cc1OC (stereo not given)	1.8	i
Cc1oc2c(CN3CCCC3)c(O)ccc2c(=O)c1-c1ccc(Cl)cc1	-0.68	i
CCOC(=O)C(C)Sc1nc2ccccc2c(=O)n1CC (stereo not given)	nt	i
O=C(NN1C(=O)C2C3C=CC(C3)C2C1=O)c1cccc(Cl)c1 (stereo not given)	-0.29	i
CNC(=O)c1nnn(-c2ccccc2)c1C(=O)NC	0.68	i
COc1ccc2cc(CN(CC3COCCO3)S(=O)(=O)c3ccc(Cl)cc3)c(=O)[nH]c2c1 (stereo not given)	-0.95	i
CC1(C)S[C@@H]2[C@H](NC(=O)[C@H](N)c3ccccc3)C(=O)N2[C@H]1C(=O)OC1OC(=O)c2ccccc21 (stereo not given in full)	nt	i
COC(=O)C1=C(C)NC(C)=C(C(=O)OC)C1c1ccc(-c2cccc([N+](=O)[O-])c2)o1	-0.08	i
O=C(Nc1ccc([N+](=O)[O-])cc1Cl)c1cc(Cl)ccc1O	nt	i
CNC(=O)CN(c1cc([N+](=O)[O-])ccc1OC)S(C)(=O)=O	-0.35	i
Cc1ccc(S(=O)(=O)N2CCN(CC(=O)N/N=C/c3ccc(C)o3)CC2)cc1	-0.78	i
CC1CCN(c2c(NCc3ccc(C(=O)NCCc4ccc(Cl)cc4)cc3)c(=O)c2=O)CC1	0.54	i
CCOC(=O)CSc1nnc(CNC(=O)c2cccs2)n1-c1cccc(C)c1	nt	i
CN(C(=O)CCc1nnc(Cc2ccc(-c3ccccc3)cc2)o1)C1CCOCC1	1.1	i

Arranged by molar mass (smallest number first): part of the list above
SMILES	Kir21 inh	CHT block
NC(=O)c1ccccc1NC(=O)/C=C/C(=O)O	-0.02	i
O=C(NN1C(=O)C2C3C=CC(C3)C2C1=O)c1cccc(Cl)c1 (stereo not given)	-0.29	i
COc1ccc(CNC(=O)Cc2csc(Nc3nc(=S)[nH]c4ccccc34)n2)cc1	1.2	i

The listing continues:
SMILES	Kir21 inh	CHT block
CC(=O)NS(=O)(=O)c1ccc(NC(=S)NC(=O)C(C)(C)C)cc1	1.3	i
COc1ccc(C(=O)N2N=C(c3ccccc3)CC2(O)C(F)(F)F)cc1 (stereo not given)	-0.03	nt
COc1ccc(O)c(C(=O)c2cc(C#N)c(=O)n(-c3c(C)n(C)n(-c4ccccc4)c3=O)c2)c1	0	i
CCC(C)NS(=O)(=O)c1ccc(OCC(=O)Nc2ccc3c(c2)OCO3)cc1 (stereo not given)	-0.62	i
Cc1cccc(C)c1NC(=O)C[N+](C)(C)CC(O)COc1cccc2ccccc12 (stereo not given)	0.26	i
CC(=O)c1ccccc1Oc1ncnc(N)c1[N+](=O)[O-]	0.01	i
COc1ccc(C(CC(=O)NCCN2CCOCC2)NS(=O)(=O)c2ccc(C)cc2)cc1 (stereo not given)	1.7	i
Cc1ccc(-c2nnc3n2CCCCC3)cc1	-0.19	i
COc1ccc(Cl)cc1NC(=O)C/C(C)=N/NC(=O)c1ccc(O)cc1	0.53	i
COc1cc(/C=N/NC(=O)c2ccc3nc[nH]c3c2)ccc1O	1.4	i
C/C(=N\NC(=O)c1ccc(NS(=O)(=O)c2cccs2)cc1)c1ccc(Cl)cc1	-0.57	i
COc1ccc(C)cc1S(=O)(=O)NC1CCCC1	1.7	i
CC(=NCc1ccccc1)C1=C(O)COC1=O	0.58	i
O=C(Nc1nc2c(s1)CN(Cc1ccccc1)CC2)C1CCC1	0.47	i
COc1n[nH]c(C(=O)NCc2ccccc2)c1[N+](=O)[O-]	-0.13	i
CC#CCc1cc2ccccc2c(=O)o1	0.29	i
CCCCn1cnc(C(=O)OCC)c1N	1.8	i
O=C1CCCCN1CCCC(=O)N1CCCC(Nc2ccc(F)cc2)C1 (stereo not given)	-0.17	i
CCC(=O)Nc1ccc(Oc2ccc3c(c2)C(=O)N(c2ccc(O)cc2)C3=O)cc1	0.08	i
c1ccc2cc3[nH]c(CN4CCOCC4)nc3cc2c1	-4.3	i
CN(C)c1ccc(/C=C/c2ccc3ccccc3[n+]2C)cc1	-14*	i
Cn1c(Cn2cnc(Cl)c2Cl)nc2ccccc21	0.06	i
O=C(Nc1ccc(Oc2ccc(NC(=O)c3ccco3)c(NC(=O)c3ccco3)c2)cc1)c1ccco1	-0.08	i
CC(C)(C)OC(=O)N1CCCN(C(=O)Nc2ccc(OC(F)(F)F)cc2)CC1	-1.9	i
NC(=O)N1c2ccccc2C=Cc2ccccc21	0.1	i
Cc1noc(C)c1COc1ccc(C(=O)Nc2cccnc2)cc1	0.14	nt
COC(=O)CNC(c1ccccc1)c1cc(C)ccc1NC(=O)c1cccc(Cl)c1 (stereo not given)	0.13	i
CSc1nc(N)c2c3c(sc2n1)CN(C)CC3	-1.4	i

Some of these compounds in order of the Kir21 inh value, rising:
smiles,Kir21 inh
CCC(C)NS(=O)(=O)c1ccc(OCC(=O)Nc2ccc3c(c2)OCO3)cc1 (stereo not given),-0.62
CC#CCc1cc2ccccc2c(=O)o1,0.29
COc1ccc(C)cc1S(=O)(=O)NC1CCCC1,1.7
